Compound activity as filed in PubChem BioAssay.
MC4R antag cAMP: MC4R antagonists of cAMP signaling, primary screen, cell-based, TR-FRET, antagonist arm of biased-ligand search. Melanocortin receptor 4 (Homo sapiens), P32245. MC4R-expressing cells, MTII-stimulated cAMP, LANCE TR-FRET. inhibition, % at 6.5 µM. 0.48% of 360,000 active. AID 540295, 2011;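 active = inhibition above its plate's cutoff, the mean of tested wells on that plate plus 3 SD, cut at about 29% in these data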;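 note: 0% = Melanotan II alone and 100% = Melanotan II plus saturating MCL0020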
Target sequence (P32245 whole entry, looked up): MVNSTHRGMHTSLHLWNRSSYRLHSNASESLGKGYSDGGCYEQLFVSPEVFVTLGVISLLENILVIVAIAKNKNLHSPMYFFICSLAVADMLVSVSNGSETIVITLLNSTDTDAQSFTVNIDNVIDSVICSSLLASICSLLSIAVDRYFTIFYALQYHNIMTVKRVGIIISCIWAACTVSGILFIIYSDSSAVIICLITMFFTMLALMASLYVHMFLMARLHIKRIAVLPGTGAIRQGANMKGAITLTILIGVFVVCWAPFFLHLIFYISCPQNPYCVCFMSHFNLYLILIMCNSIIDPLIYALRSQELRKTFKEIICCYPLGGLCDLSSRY
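Material: U2OS-MC4R stable cell line | Reagent: Melanotan II challenge after compound preincubation | Doses: One concentration, 6.5 µM nominal | Incubation: 30-min compound preincubation, 1-h Melanotan II challenge, 1-h detection, room temperature | Signal: TR-FRET cAMP assay | Replicates: One well per compound, no replicates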
NCOA1 inh: SRC1 coactivator transcriptional activity inhibitors, primary screen, cell-based, luminescence; Nuclear receptor coactivator 1 (Homo sapiens), Q15788; inhibition, % at 3.6 µM; 0.12% of 360,000 active; HEK293 GAL4-SRC1 luciferase reporter;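 active = inhibition above the campaign mean plus 3 SD, with each screening campaign given its own cutoff, cut at about 60% in these data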;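 note: 0% = DMSO treated cells and 100% = gossypol at 36 µM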
TLR9-MyD88 block: inhibitors of TLR9-MyD88 association in cells, primary screen, cell-based, CHO, BLA complementation, fluorescence. Toll-like receptor 9 (Homo sapiens) + Myeloid differentiation primary response protein …. CCF4 FRET ratio. inhibition, % at 4.98 µM. 0.21% of 340,000 active. AID 504734, 2011;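 active = inhibition above the mean over all tested compounds plus 3 SD, cut at about 21% in these data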;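 note: 0% = DMSO only wells and 100% = clavulanate BLA inhibitor control wells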
SRC3 inh: SRC3 coactivator transcriptional activity inhibitors, primary screen, cell-based, luminescence; Nuclear receptor coactivator 3 (Homo sapiens), Q9Y6Q9; 0.17% of 360,000 active; HEK293 GAL4-SRC3 luciferase reporter; inhibition, % at 3.6 µM;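 active = inhibition above a per-campaign cutoff, the mean of all compounds plus 3 SD, cut at about 60% in these data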;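 note: 0% = DMSO-treated cells and 100% = gossypol-treated cells at 36 µM; higher means less SRC3-driven luciferase light from the GAL4 reporter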
NCOA2 inhibitor: inhibition of GAL4-SRC2 driven luciferase reporter, primary screen, SRC2 inhibitor project, cell-based, luminescence; Nuclear receptor coactivator 2 (Homo sapiens), Q15596; HEK293 GAL4-SRC2 luciferase reporter; inhibition, % at 9 µM; 0.17% of 370,000 active; AID 651957, 2012;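 active = inhibition above the mean inhibition of all tested compounds plus 3 SD, set per campaign, cut at about 52% in these data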;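 note: 0% = DMSO treated cells and 100% = cells given Gossypol at 36 µM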
ABHD5 PLIN5 PPI: ABHD5-PLIN5 interaction inhibitors, primary screen, cell lysate, split luciferase complementation, luminescence. Perilipin-5 (Homo sapiens) + 1-acylglycerol-3-phosphate O-acyltransferase ABHD5 (Homo …. Split G. princeps luciferase complementation, 4 h. inhibition, % at 4 µM. 0.78% of 360,000 active. AID 602281, 2012;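 active = inhibition above the mean inhibition across every tested compound plus 3 SD, cut at about 22% in these data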;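 note: 0% = DMSO only wells and the 100% control is not disclosed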
LRH-1 inv ag: LRH-1 (NR5A2) inverse agonists, primary screen, cell-based, luminescence, HEK293T, StAR-luciferase reporter | LRH-1 transfected, 24 h | inhibition, % at 3.6 µM | 0.13% of 360,000 active | AID 602396, 2012;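 active = inhibition above the mean inhibition of all tested compounds plus 3 SD, cut at about 73% in these data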;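 note: 0% = DMSO wells and 100% = reporter-only cells lacking LRH-1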
NOD2 RIPK2 PPI: NOD2-RIPK2 binding disruptors in cells, primary screen, fluorescence, CHO cells, BLA complementation; Receptor-interacting serine/threonine-protein kinase 2 (Homo sapiens), O43353; CCF4 ratio; inhibition, % at 4.98 µM; 0.38% of 360,000 active; AID 624267, 2012; in the data active = inhibition above about 21%;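 note: 0% = vehicle only and 100% = reference blocker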
Target sequence (O43353 whole entry, looked up): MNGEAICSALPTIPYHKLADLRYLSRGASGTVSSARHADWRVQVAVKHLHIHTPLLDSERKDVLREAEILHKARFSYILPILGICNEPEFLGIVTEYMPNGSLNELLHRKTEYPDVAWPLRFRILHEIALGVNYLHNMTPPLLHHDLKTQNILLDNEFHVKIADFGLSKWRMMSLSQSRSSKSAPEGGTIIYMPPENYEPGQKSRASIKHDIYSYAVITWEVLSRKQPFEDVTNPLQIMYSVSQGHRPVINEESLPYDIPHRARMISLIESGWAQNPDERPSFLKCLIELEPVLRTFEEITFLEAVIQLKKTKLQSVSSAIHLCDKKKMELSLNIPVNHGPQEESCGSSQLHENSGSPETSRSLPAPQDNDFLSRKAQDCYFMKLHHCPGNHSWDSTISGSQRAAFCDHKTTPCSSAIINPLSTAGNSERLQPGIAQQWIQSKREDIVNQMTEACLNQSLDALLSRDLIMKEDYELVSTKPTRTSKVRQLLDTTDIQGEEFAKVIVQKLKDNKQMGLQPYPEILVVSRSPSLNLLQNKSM
LMP1 NFkB inh: EBV LMP1-driven NF-kappaB luciferase reporter inhibitors, primary screen, cell-based, luminescence, single point; LMP1-induced NF-kappaB luciferase reporter cells; inhibition, % at 12.5 µM; 0.69% of 350,000 active; in the data active = inhibition above about 41%;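 note: 0% = neutral control wells and 100% = reference inhibitor control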
NR2F2 inh: NR2F2 transcriptional activity inhibitors, primary screen, cell-based, luciferase reporter, HEK293T, luminescence; COUP transcription factor 2 (Homo sapiens), P24468; 0.7% of 370,000 active; HEK293T NGFI-A luciferase reporter; inhibition, % at 8.6 µM;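 active = inhibition above a per-plate cutoff, mean inhibition of test wells between control levels plus 3 SD, cut at about 38% in these data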;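 note: cells cotransfected with COUP-TFII expression vector driving the NGFI-A reporter; 0% = median of COUP-TF2 test wells and 100% = reporter-only cells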
MC4R barr agon: MC4R agonists recruiting beta-arrestin, primary screen, cell-based, luminescence, agonist arm of biased-ligand search | Melanocortin receptor 4 (Homo sapiens), P32245 | 0.98% of 360,000 active | activation, % at 8.9 µM | U2OS MC4R beta-arrestin complementation; percent of melanotan II response, DMSO zero | AID 540308, 2011;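 active = activation above a per-plate cutoff, the mean activation of sample wells on that plate plus 3 SD, cut at about 8% in these data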
An asterisk follows results filed as active; . = not tested or not shown. Some of the compounds tested; count on the stated rates, not on these rows.

SMILES	MC4R antag cAMP	NCOA1 inh	TLR9-MyD88 block	SRC3 inh	NCOA2 inhibitor	ABHD5 PLIN5 PPI	LRH-1 inv ag	NOD2 RIPK2 PPI	LMP1 NFkB inh	NR2F2 inh	MC4R barr agon
Cn1cc(CN2CCC(C(=O)NC(c3ccc(F)cc3)c3ccc4ccccc4n3)CC2)c2ccccc21 (stereo not given)	8	-17	.	1	10	24*	19	2	.	7	0.3
Cc1cccc(Cl)c1NC(=O)N1CCCN(c2nc3ccc(Cl)cc3s2)CC1	4	23	-3	22	7	9	14	-1	26	49*	-1.4
CC1(C)CC(=O)C(C=Nc2ccccc2Sc2ccccc2)=C(O)C1	-1	-7	5	3	.	-3	5	10	4	.	-0.9
CCOc1ccc(S(=O)(=O)NCc2ccc(Cl)cc2)c2cccnc12	2	-2	8	-1	-9	-3	-2	8	-4	1	-2.5
CCN1CCN(C(=S)Nc2cc(C(=O)OC)ccc2C(=O)OC)CC1	-1	-17	1	16	0	4	10	-17	5	-3	2.2
COC(=O)c1ccc(C(=O)OC)c(NC(=O)C2CCCO2)c1 (stereo not given)	17	-11	-8	3	-3	1	11	0	-3	-10	-0.9
CCN(CC)C(=O)Cn1cc(S(=O)(=O)Cc2cccc([N+](=O)[O-])c2)c2ccccc21	2	-1	-3	-1	9	-5	-8	-4	2	-2	-0.8
Cc1c(C)c2c(OCC(=O)N[C@@H](CC(C)C)C(=O)O)cc3c(c2oc1=O)CCC(C)(C)O3	8	-10	2	4	4	10	-7	-2	5	-20	0.2
CC(=O)Nc1sc(NC(=O)c2ccc([N+](=O)[O-])cc2)nc1-c1cccs1	1	-1	0	16	16	-9	-5	-6	-2	8	-2.6
CC1CC(C)CN(CCCNC(=O)c2ccc(N3CCCC3=O)cc2)C1 (stereo not given)	-4	9	11	-6	-2	2	9	8	12	3	-0.6
O=C1CCN(S(=O)(=O)c2ccc(Br)cc2)CCN1	23	2	-9	8	2	-1	10	-7	2	-5	-0.9
Cc1cc(C)nc(SCCC(=O)Nc2cccc3ccccc23)n1	4	3	3	-5	-3	-1	9	0	-1	-18	1.8
CCC(=O)N1CCN(c2nc3ccccc3s2)CC1	5	-64	-5	-83	-48	-2	-118	-5	-4	-24	-2.0
Clc1ccc(-c2nnc(CSc3nnc(-c4cccs4)o3)o2)cc1	-5	-14	10	15	-6	-1	-20	-4	-12	-21	0.8
CN(C)c1ccc(C2/C(=C(/O)c3ccccc3)C(=O)C(=O)N2CCCC(=O)O)cc1 (stereo not given)	8	-19	-15	-3	-18	-6	-1	3	-2	-10	-2.4
COc1ccc(-c2nc3ccc(C)cn3c2CC(C)(C)C)cc1OC	.	-20	.	21	5	-1	6	-5	.	-6	.
Cc1ccc(N(CC(O)Cn2c3ccccc3c3ccccc32)S(C)(=O)=O)c(C)c1 (stereo not given)	4	2	-4	-8	6	-2	-3	-9	-43	3	4.6
CN(c1ccccc1)S(=O)(=O)c1ccc(NC(=O)c2ccccc2C(=O)O)cc1	-3	-11	8	4	-15	-1	-22	8	-3	-29	-2.0
CN1C(=S)SC(C)(NO)C1(C)C (stereo not given)	-2	-1	9	9	.	-5	-18	-10	-5	.	-0.1
CC1(C(=O)O)CCC(C(=O)Nc2ccccc2)C1(C)C (stereo not given)	10	1	-4	5	0	9	-5	0	6	6	0.1
C/C(=N/NS(=O)(=O)c1ccc(Cl)cc1)c1ccncc1	-1	-56	-1	-1	1	-6	4	-8	-6	23	-1.5
O=C(CN1CCOCC1)NCCc1ccccc1	4	-11	0	1	-2	-2	0	-8	-5	-2	-1.8
COCC(COS(N)(=O)=O)Cc1ccccc1 (stereo not given)	14	-5	-15	-12	-9	-4	2	9	-1	10	-1.3
N#CC(Cc1ccccc1)(Cc1ccccc1)C(=O)NN	2	-2	-11	-14	-2	1	3	0	4	5	0.3
CCOc1ccc(CC(=O)NC2CC(C)(C)N(C)C(C)(C)C2)cc1OCC	8	0	8	5	-16	6	-2	-1	2	-5	-1.6
Cn1cccc1/C=C1\SC(=S)N(Nc2ccccc2)C1=O	12	-118	8	1	-21	3	-3	3	-16	-5	0.2
CCC1(c2ccccc2)NC(=O)N(CC(=O)Nc2ccc3c(C)cc(=O)oc3c2)C1=O (stereo not given)	11	-6	-2	2	1	0	-2	1	-3	-4	-1.9
Cc1cc(C)n(-c2nc(N(C)C)nc(N(C)C)n2)n1	-4	3	4	11	2	-1	8	-11	-13	7	-0.4
COc1ccc(/C(O)=C2/C(=O)C(=O)N(c3ccccn3)C2c2ccc(OC)cc2)cc1 (stereo not given)	6	5	-9	-7	-27	2	-2	-9	.	-8	-0.6
Cn1c(-c2sc3ccccc3c2Cl)n[nH]c1=S	0	-1	-5	-6	-9	-4	-24	-8	-6	-24	-1.9
Cc1ccc(OCCCNC2CCCC2)cc1	11	-9	-1	-1	12	0	-13	-6	0	-16	-2.1
COc1cc(NC(=O)c2ccccc2)c(OC)cc1NC(=O)CSc1[nH]c(=O)cc(C)c1C#N	-1	8	-7	10	3	-5	-1	-5	4	-9	1.0
Cc1ccc(-c2csc(CC(N)=O)n2)cc1	-3	-63	0	-36	-31	-4	-10	-18	19	-8	-1.7
CC(C)(C)C(=O)COC(=O)C1CC(=O)N(c2ccccc2)C1 (stereo not given)	3	-22	3	12	-10	0	-6	-11	8	-8	-2.1
CC(=O)Nc1ccc(OS(=O)(=O)c2cc(Cl)ccc2C)cc1	-5	2	8	-7	0	-4	-4	1	-7	15	-0.3
O=C(Nc1nccs1)C1CCN(S(=O)(=O)c2cnc[nH]2)CC1	3	-17	-3	0	-25	0	0	-7	5	-13	-1.3
CN(CC(=O)Nc1ccccc1C(=O)N1CCCC1)S(=O)(=O)c1ccc(Cl)cc1	-10	8	-3	17	6	-5	17	-9	4	-6	-2.5
CC(NC(=O)/C=C/c1ccco1)c1nc2ccccc2n1Cc1c(Cl)cccc1Cl (stereo not given)	3	-9	-4	9	11	11	-11	8	1	14	0.2
O=C(NCCCN1CCCC1=O)C1CCN(S(=O)(=O)N2CCOCC2)CC1	13	-11	-1	7	6	-7	1	-1	-1	-4	0.9
COc1ccc(C2(C(=O)N3CCC(n4nc(-c5ccccc5)oc4=O)CC3)CC2)cc1	-3	-16	-2	-1	.	-9	11	-9	8	.	-3.4
Cn1c(=O)[nH]c(=O)c2c1nc(SCCN1CCOCC1)n2CCCc1ccccc1	3	5	13	0	7	3	-27	-14	-3	-1	-1.1
Cc1ccccc1C(=O)Nc1nnc(SCC(=O)NC2CC2)s1	9	-84	-3	-62	-30	-3	-86	-15	22	-48	-2.1
CCOC1=CC(=O)OC(c2ccccc2)C1 (stereo not given)	0	2	5	1	-4	-1	-6	1	-5	9	-2.6
O=C(Nc1cc2c(cc1Cl)OCCCO2)c1ccco1	-7	-71	-27	-80	-84	-2	-123	-5	0	-36	3.6
Cn1c(=O)c(=O)n(C)c2cc(S(=O)(=O)NCCc3ccccc3)ccc21	12	4	8	18	-25	1	-1	7	1	9	-0.4
Oc1ccccc1N1CCN(C(c2ccccc2)c2ccccc2)CC1	7	5	-15	-19	3	-4	4	-4	-6	3	2.2
Cc1nn(CCC#N)c2nc(-c3ccccc3)cc(C(F)(F)F)c12	7	-41	2	-21	-11	-6	-13	-9	-5	-9	-0.9
O=C(NNC(=O)c1cccc(Br)c1)Nc1ccc(Cl)cc1	-1	-7	11	8	-2	-3	9	-9	1	-1	-1.4
COc1cccc(-n2nnnc2SCC(=O)NCc2ccc3c(c2)OCO3)c1	6	-8	-8	-17	-13	-11	3	-20	2	16	0.0
CC(=O)NC(c1ccc(F)c(F)c1)c1nc(-c2cccc(C(F)(F)F)c2)cs1 (stereo not given)	11	-6	.	-3	-19	-3	-6	2	.	-5	-0.5
O=C(CN(C(=O)CCC(=O)Nc1nccs1)c1cccc(F)c1)NCC1CCCO1 (stereo not given)	10	-11	-3	1	11	-1	1	8	-4	-1	-1.0
CC(C)c1ccc(C2(C)NC(=O)N(CC(=O)NC3(C#N)CCCC3)C2=O)cc1 (stereo not given)	3	-12	-10	-2	-27	1	-22	-18	0	-3	-2.9
CCN(C(=O)COC(=O)c1ccc(Cl)c(S(=O)(=O)N2CCCCC2)c1)C1CCS(=O)(=O)C1 (stereo not given)	14	10	2	12	2	6	2	-2	9	6	0.3
CN1CCN(c2ccccc2/C=C2/C(=O)Nc3ccccc32)CC1	-13	31	-6	25	15	12	3	0	.	22	0.8
CC(=O)Nc1cc[n+](C(C)C(=O)c2ccccc2)cc1 (stereo not given)	-1	-5	0	5	6	-2	4	-6	5	2	-3.0
CCCOC(=O)c1cccc(NC(=O)C(C)(C)C)c1	3	-13	-7	6	12	4	1	2	-1	-9	0.1
COc1ccc(CN2CCCCCC2)cc1Br	-6	16	-7	8	-1	-4	2	-6	3	-1	0.9
CN(Cc1cccc(F)c1)C(=O)c1ccccc1Sc1ccccc1C#N	1	-10	0	13	6	8	9	-3	0	9	1.7
COc1ccccc1NC(=O)COC(=O)c1[nH]c(=O)[nH]c(=O)c1N	-3	9	-9	5	7	17	-3	-11	1	-17	-0.8
O=S(=O)(Nc1ccn(-c2ccccc2)n1)c1ccc(Br)cc1	9	-16	-10	6	7	-3	-8	-15	-10	-14	1.9
Cc1sc(NC(=O)c2ccco2)c(C(c2cccnc2)N2CCN(CCO)CC2)c1C (stereo not given)	1	-1	-1	-3	-15	5	-3	1	-5	7	-0.8
Nc1nc(NC(=O)/C=C/c2ccc(F)cc2)nn1-c1ccccc1	10	-4	-4	13	20	2	5	-13	-1	-12	-0.9
Cc1ccc(C(=O)N2C(=S)C(c3ccc(F)cc3)=NC23CCN(C)CC3)cc1	11	-8	-2	-4	-9	-2	13	6	18	6	5.8
